XIAP displacement – XIAP antagonists, biochemical, IAP family, fluorescence polarization (AID 1018) | XIAP BIR domain, fluorescence polarization peptide displacement; higher % means a stronger effect | displacement, % at 20 µM; hits with a dose series show IC50 in µM | 200,000 compounds, 0.007% hits; in the data active means displacement above about 50%; further: a part of the inactive calls stands beside numbers as strong as those of hits
Myeloid diff 2 – compounds promoting myeloid differentiation. ER-HoxA9 myeloid progenitors, lysozyme-GFP differentiation, flow cytometry. calls only at 10 µM. 360,000 compounds, 1% hits. AID 624256;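 active means normalized GFP-positive differentiation at or above the plate's own cutoff, the solvent-only control mean plus 3 SD; inconclusive means no clear call, values can overlap the other calls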;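 further: cells exposed to compound for four days before flow analysis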
NS5 inhibitors – Dengue-2 NS5 methyltransferase inhibitors, primary screen, biochemical, confirmation dose response (AID 588689) | Dengue-2 NS5 methyltransferase capping enzyme assay, biochemical; higher % means a stronger effect | inhibition, % at 25 µM, or IC50 in µM where a hit was titrated | 340,000 compounds, 0.3% hits; in the data active means a potency from the dose series; inconclusive means inhibition above about 29% without an active follow-up result
Lipid droplet – modulators of hepatic lipid droplet formation. 240,000 compounds, 0.4% hits. AML12 mouse hepatocytes, oleate lipid droplets, BODIPY imaging. inhibition, % at 6.5 µM;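 active means lipid droplet intensity inhibited by at least 50%, with more than 500 cells counted; inconclusive means wells with under 300 cells, treated as cytotoxic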
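Assay system: AML12 mouse liver cells | Compound dosing: One dose, 6.5 µM compound | Read-out basis: Droplet intensity reduction, % inhibition | Measured by: Fluorescence imaging, 20x objective, two fields per well | Schedule: Overnight treatment with compound plus oleate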
HEK293 NOD2/NF-kB – NOD2 signaling inhibitors, cell-based, luminescence, uHTS, HEK293 (AID 1566); HEK293 NOD2/NF-kB luciferase reporter, luminescence; higher % means a stronger effect; inhibition, % at 4 µM, or EC50 in µM where a hit was titrated; 290,000 compounds, 0.63% hits; further: many of its hits are not listed in these tables
SIAH1 antagonists – Siah-1 peptide-binding antagonists, primary screen, biochemical, fluorescence polarization, rhodamine-plectin, uHTS (AID 1817) | one-dose displacement, % at 20 µM; IC50 in µM for titrated hits | Siah-1 / rhodamine-plectin peptide fluorescence polarization; higher % means a stronger effect | 290,000 compounds, 0.02% hits;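 active means displacement of at least 50% at 20 µM, with a fluorescence ratio check between 0.3 and a set limit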;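 further: plate controls were Siah plus tracer with DMSO for no effect and tracer alone without Siah for full effect; strong numbers were not always called active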
LYP phosphatase – inhibitors of LYP phosphatase, biochemical, fluorescence intensity, uHTS (AID 1779); 290,000 compounds, 0.054% hits; recombinant LYP phosphatase, fluorescence intensity; higher % means a stronger effect; inhibition, % at 11.5 µM; hits with a dose series show IC50 in µM;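 further: plate controls were vehicle with enzyme for no effect and no enzyme for full effect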
AID2073 – inhibitors of Mint1-CaV2.2 protein interaction, biochemical, HTRF (AID 2073) | 290,000 compounds, 0.19% hits | inhibition, % at 20 µM, or IC50 in µM where a hit was titrated | HTRF protein-protein interaction, Mint1-CaV2.2; higher % means a stronger effect; in the data active means inhibition mostly above about 51%, no sharp cut-off; inconclusive means no clear call, values can overlap the other calls; inactive means mostly below about 53%; further: some results filed as inactive read as strong as hits
HIV fusion peptide – inhibitors of HIV fusion peptide binding, primary screen, biochemical, uHTS, fluorescence dequenching (AID 1986) | cell-free peptide binding, fluorescence dequenching, 30 min; higher % means a stronger effect | one-dose inhibition, % at 20 µM; IC50 in µM for titrated hits | 290,000 compounds, 0.3% hits; in the data active means inhibition mostly above about 52%, no sharp cut-off; inactive means mostly below about 76%; further: some results filed as inactive read as strong as hits
Lipid droplet cells 6.5 µM – also measured in Lipid droplet; calls as there; cell count; measured here: cell count, cytotoxicity flag;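 cells counted across two imaged fields per well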
Myeloid diff 2 GFP+ MAC1+ % – second read-out of Myeloid diff 2, no call of its own (marks repeat the call); GFP+ MAC1+ double positive, %; measured here: differentiation confirmed by MAC1 staining
* = called active by the depositor; i = inactive; ? = inconclusive; nt = no result given. Unless noted, no stated cut-off is given here; in the data, active means inhibition above about 50%; inactive means the rest. An excerpt (hit frequency here may not be typical).

SMILES	XIAP displacement	Myeloid diff 2	Myeloid diff 2 GFP+ MAC1+ %	NS5 inhibitors	Lipid droplet	Lipid droplet cells 6.5 µM	HEK293 NOD2/NF-kB	SIAH1 antagonists	LYP phosphatase	AID2073	HIV fusion peptide
CN(C(=O)COC(=O)c1nc(Cl)c(Cl)c(Cl)c1Cl)C1CCS(=O)(=O)C1 (centres undefined)	-7.3%	?	nt	-8.5%	-3.4	704	-59.8%	-6.1%	4.1%	13.3%	-1.2%
COc1ccc(-c2ccc(/C=N/N3C(=O)C4C5C=CC(C6CC56)C4C3=O)o2)c([N+](=O)[O-])c1 (centres undefined)	-5.2%	i	0.1	-7.1%	1.3	605	0.3%	6.3%	-1.4%	13.7%	19.1%
COc1ccc(C(=O)NCCN=C2NS(=O)(=O)c3ccccc32)cc1	nt	i	0.8	-7.9%	-20.3	777	9.2%	-3.7%	-6.2%	-0.1%	0.9%
N#CC(=C1SC=CS1)c1nc(-c2ccccc2)cs1	38.5%	i	0.4	-10.3%	nt	nt	-97.8%	-7.0%	-7.5%	-3.7%	-0.7%
CCOc1ccc(-n2c(-c3ccco3)n[nH]c2=S)cc1	0.4%	i	0.6	-3.4%	nt	nt	2.7%	-6.5%	-3.0%	7.6%	-2.2%
CCOc1nc(C)ccc1-c1noc(-c2ccccc2OC)n1	-5.8%	i	0.5	-5.9%	nt	nt	-18.7%	0.7%	-2.0%	5.8%	-1.1%
Cc1nc2ccc(NC(=O)N3CCN(c4ccccn4)CC3)cc2s1	-6.5%	i	0.5	-0.8%	6.7	777	0.4%	2.9%	-2.9%	?	-2.5%
O=C(CN1CCCCC1)NNC(=O)c1cccc(Br)c1	nt	i	1.1	0.0%	8.3	816	4.6%	0.8%	-9.1%	-5.7%	-0.4%
O=C(NC1=NCCS1)c1cccc(S(=O)(=O)N2CCCCC2)c1	-4.7%	nt	nt	nt	nt	nt	13.2%	2.3%	-3.0%	7.5%	-1.7%
CN(C)CCCN(CCCNC(=O)/C=N/O)Cc1ccccc1	-1.7%	i	0.3	-4.0%	1.8	617	15.9%	-4.7%	-12.8%	-0.8%	-1.2%
CC(=O)N1CCCc2cc(S(=O)(=O)N3CCN(c4ccccn4)CC3)ccc21	0.1%	i	1.5	-8.6%	-8.2	745	12.2%	-6.7%	-10.3%	-1.6%	-1.8%
CC(C)NC(=O)NC(=O)COC(=O)c1c2c(nc3ccccc13)CCC2	nt	i	0.8	-2.5%	13.9	830	51.1%*	1.5%	0.9%	26.2%	12.1%
Cc1ccc(-c2nc(Nc3ccc(N4CCOCC4)cc3)c3ccccc3n2)cc1	nt	i	0.2	nt	28.5	692	21.1%	-11.5%	10.5%	11.0%	-0.3%
CCC1CCCCN1C(=O)COc1c(Br)cc(Br)c2cccnc12 (centres undefined)	-7.3%	i	0.2	2.3%	-14.6	687	14.5%	5.3%	-2.7%	17.1%	-3.0%
COC(=O)c1ccc(Cl)c(NC(=O)NC2CCCCC2)c1	-4.3%	i	0.2	-4.8%	-0.6	761	10.9%	1.6%	-8.2%	4.3%	3.0%
O=c1cc(-c2ccco2)oc2ccc(Cl)cc12	-2.0%	i	0.8	-3.4%	19.1	705	-15.8%	-1.1%	-11.4%	2.6%	-0.7%
O=C(CS(=O)(=O)Cc1ccccc1)Nc1nnc(C2CCCCC2)s1	-1.6%	i	1.3	-10.2%	nt	nt	-7.4%	-1.4%	0.9%	0.8%	0.8%
COc1ccc2nc(C)cc(N3CCC(C(N)=O)CC3)c2c1	-8.2%	i	0.4	-1.5%	24.9	789	14.9%	1.6%	-0.9%	11.6%	1.2%
COc1ccccc1NC(=S)NCc1ccc(S(N)(=O)=O)cc1	2.7%	i	0.7	0.0%	12.7	663	0.9%	3.2%	-9.3%	-7.1%	0.2%
OC(c1ccc(Cl)cc1Cl)C(Cc1cccnc1)n1cncn1 (centres undefined)	-5.8%	i	0.4	-7.2%	nt	nt	-6.4%	-5.5%	-5.3%	-2.7%	-0.5%
C=CCSc1nc(N)c(C(=O)Nc2ccccc2C)cc1C(N)=O	-6.8%	i	0.5	-5.5%	8.9	775	-7.4%	-0.7%	-2.0%	-5.0%	1.5%
COc1ccc(-c2cn3cccnc3n2)cc1	-0.8%	i	0.7	-7.4%	2.9	701	-48.7%	4.3%	-41.7%	?	1.1%
COc1ccc(NC2CCCN(C(=O)c3ccc(C(C)=O)cc3)C2)cc1 (centres undefined)	nt	i	0.0	1.3%	-2.1	717	-12.2%	5.8%	-8.7%	-10.1%	1.4%
Cc1ccc(NC(=O)/C(=C/c2ccc([N+](=O)[O-])cc2)NC(=O)c2ccccc2)cc1	nt	i	0.9	-14.7%	-3.5	628	13.2%	1.4%	-4.8%	5.3%	-1.2%
COc1ccc2c(CC(=O)OCC(=O)Nc3cccc(S(N)(=O)=O)c3)coc2c1	nt	i	0.2	3.8%	-11.2	639	-42.4%	-8.5%	-4.7%	20.7%	-1.1%
COc1ccc(C(=O)n2nc(-c3ccccc3)nc2N)cc1OC	-6.7%	i	0.5	-8.9%	-3.7	761	13.6%	-4.8%	-1.3%	-6.9%	2.1%
CCCCNC(=O)[C@H]1C[C@H]1[C@@H](O)[C@H](CO)NC(=O)[C@H](Cc1ccccc1)NC(=O)OC(C)(C)C	nt	i	1.1	-2.4%	-15.7	789	11.1%	-1.8%	-13.5%	-0.6%	-0.6%
CCOc1ccccc1OC(C)C(=O)Nc1ccc(S(=O)(=O)N2CCCC2)cc1 (centres undefined)	nt	i	0.5	-4.5%	-1.5	664	4.9%	3.9%	-4.6%	-8.4%	1.7%
C=CCNC(=O)c1ccccc1NS(=O)(=O)c1ccccc1	-3.7%	i	0.3	-0.7%	-0.2	768	-1.5%	0.1%	-2.9%	1.7%	-0.2%
CCOCCCNC(=O)CN1C(=O)COc2ccc(S(=O)(=O)N3CCCCCC3)cc21	nt	?	nt	-13.2%	4.2	772	0.6%	3.7%	-5.7%	2.2%	1.4%
CSc1nsc(SCC(=O)N2CCCCC2)n1	-4.0%	i	0.7	-3.8%	36.1	805	-30.5%	-1.3%	-5.6%	-9.7%	-1.8%
CC(OC(=O)c1ccc(S(=O)(=O)NCc2ccco2)cc1)C(=O)Nc1ncc(Cl)cc1Cl (centres undefined)	-8.0%	i	0.4	-4.4%	-12.5	660	-14.2%	-7.4%	-1.8%	1.3%	5.2%
COc1ccc(OC)c(C2/C(=C(/O)c3ccc(C)cc3)C(=O)C(=O)N2Cc2ccco2)c1 (centres undefined)	-1.4%	i	0.1	-0.9%	-7.0	619	-6.4%	-5.6%	-6.6%	2.8%	2.0%
N#CC1=C(N)Oc2n[nH]c(-c3cccs3)c2C1c1ccncc1 (centres undefined)	-4.6%	i	0.5	-0.7%	-8.0	707	8.8%	-6.6%	-5.4%	-9.3%	-2.9%
O=[N+]([O-])c1cccnc1Oc1cccnc1	nt	i	0.5	3.1%	-5.2	721	-6.8%	-3.8%	-7.4%	6.1%	0.1%
CC(C)(C)NC(=O)c1ccnc(C(C)(C)C)c1	-7.3%	i	1.3	-4.8%	14.9	794	9.2%	-4.0%	-5.8%	-7.7%	-2.0%
C=CCNC(=O)C(C#N)c1nc2ccccc2nc1N1CCN(Cc2ccccc2)CC1 (centres undefined)	-2.6%	i	1.1	?	-1.1	714	14.2%	1.5%	0.9%	18.6%	2.3%
O=C(c1ccc2[nH]c(=O)c(=O)[nH]c2c1)N1CCc2ccccc2C1	nt	i	1.6	-5.2%	-11.7	767	3.0%	-5.0%	-2.1%	24.7%	-0.4%
CCCc1nc(SCC(=O)N2c3ccccc3CC2C)c2c(C)c(C)sc2n1 (centres undefined)	2.0%	i	1.3	3.4%	nt	nt	-15.3%	2.2%	6.4%	2.4%	1.9%
O=C(c1ccc(F)cc1)C1CCN(C(=O)c2ccncc2)CC1	-6.9%	i	6.4	-4.9%	nt	nt	17.7%	1.6%	-9.5%	-9.1%	0.4%
Cc1nc2ccc(NC(=O)c3cc(S(=O)(=O)N4CCOCC4)ccc3C)cc2s1	-6.0%	i	0.6	-6.0%	18.0	771	21.2%	-2.2%	-5.7%	-3.3%	-0.9%
COc1cccc(CNC(=O)c2cccc(S(=O)(=O)N3CCN(C)CC3)c2)c1	nt	i	0.2	11.6%	0.3	823	6.5%	11.1%	-11.7%	-2.9%	-0.2%
CC(C)CC(=O)NC1(C(F)(F)F)NC(=O)N(c2ccccc2)C1=O (centres undefined)	-7.4%	i	0.2	-6.8%	nt	nt	5.1%	4.5%	-6.2%	-6.7%	3.1%
CCc1ccc2c(c1)/C(=C/C(=O)c1cccs1)C(=O)N2	-2.6%	?	nt	-22.9%	nt	nt	19.4%	2.4%	-4.8%	18.0%	-0.7%
CCCCCCCCC(=O)N/N=C(\C)c1ccc(O)cc1O	-0.3%	i	0.8	-6.5%	-5.4	676	7.2%	-3.5%	-4.1%	-2.7%	-2.0%
COC(=O)C1=C(C)NC(=O)/C1=C\c1cc(C)n(-c2ccccc2)c1C	-1.1%	i	0.4	5.2%	3.3	682	11.1%	2.6%	-12.1%	32.3%	14.1%
CCOC(=O)N1CCC(N(CCN(C)C)C(=S)Nc2ccccc2OCC)CC1	-6.7%	i	0.4	-5.3%	-0.5	621	-14.4%	-3.4%	5.6%	-29.8%	0.6%
N#Cc1nc(COc2ccc(Br)cc2)oc1N1CCN(Cc2ccccc2)CC1	-4.5%	i	0.5	-0.7%	nt	nt	-7.4%	6.4%	-1.5%	3.9%	-0.4%
COc1cccc(-c2nc3n(n2)C(c2ccccc2Cl)C(C(N)=O)=C(C)N3)c1 (centres undefined)	-2.4%	i	1.5	2.2%	-2.8	761	-2.9%	-3.1%	-5.5%	8.1%	3.1%
COc1ccc(CCN=C(N)NS(=O)(=O)c2ccc(OC)cc2)cc1	-1.8%	i	0.7	8.7%	-1.8	663	13.0%	12.9%	-3.3%	2.2%	-0.6%

Some of these compounds in order of count of non-hydrogen atoms, low to high.
SMILES	XIAP displacement	Myeloid diff 2	Myeloid diff 2 GFP+ MAC1+ %	NS5 inhibitors	Lipid droplet	Lipid droplet cells 6.5 µM	HEK293 NOD2/NF-kB	SIAH1 antagonists	LYP phosphatase	AID2073	HIV fusion peptide
CSc1nsc(SCC(=O)N2CCCCC2)n1	-4.0%	i	0.7	-3.8%	36.1	805	-30.5%	-1.3%	-5.6%	-9.7%	-1.8%
CC(C)NC(=O)NC(=O)COC(=O)c1c2c(nc3ccccc13)CCC2	nt	i	0.8	-2.5%	13.9	830	51.1%*	1.5%	0.9%	26.2%	12.1%
COc1ccc(-c2ccc(/C=N/N3C(=O)C4C5C=CC(C6CC56)C4C3=O)o2)c([N+](=O)[O-])c1 (centres undefined)	-5.2%	i	0.1	-7.1%	1.3	605	0.3%	6.3%	-1.4%	13.7%	19.1%
